Giardia kill – Giardia lamblia killing; Giardia lamblia trophozoite viability; activity change, % at 7.66 µM, hits read low; hit rate 0.15% among 340,000; AID 540267; in the data active = activity change below about -80%; inconclusive = between about -30% and that limit;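 also: parasites exposed to compound for two days anaerobically before the ATP read; % is scaled to controls: 0 for no effect and ±100 for the full control effect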
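Giardia lamblia trophozoites (100 cells/well) were incubated with compounds for 48 h at 37 deg C under anaerobic conditions. Viability was read as ATP content by one-step luminescence after 15-30 min at room temperature.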
BRCA1 expr act – increases BRCA1 expression; hit rate 1.1% among 380,000; AID 624202; Potency, µM (doses to about 46.1 µM), for the others: at the top dose activation, usual class: activators; MCF7-BRCA1-FFLuc reporter, luminescence, 48 h; response scale: scaled: vehicle 0%, 10 µM genistein 100%; also: potency is read from the fitted curve at half-maximal effect; nearly all actives have a fitted effect of over 80% in size; some results filed as inactive show a strong effect at the top dose
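Quantitative HTS in MCF7 cells stably reporting BRCA1 expression via firefly luciferase. Compound treatment lasts 48 h at 37 °C in phenol-red free MEM. Activation is expressed relative to genistein at 10 microM and DMSO.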
FLuc modulator – counter-screen for miR-21 project: firefly luciferase inhibitors or activators. P08659. purified FLuc, Km substrates, luminescence inhibition. Potency, µM (highest dose often 57.5 µM), for the others: at the highest dose activity change, negative = inhibition, most hits filed as inhibitors. hit rate 6.9% among 360,000;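 also: potency is read from the fitted curve at half-maximal effect; plate controls were vehicle for no effect and reference inhibitor for full effect; nearly all actives have a fitted effect of over 55% in size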
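Purified P. pyralis luciferase (10nM final) with 10uM D-luciferin and 10uM ATP (Km levels) in 50mM Tris acetate pH 7.5, 10mM Mg acetate, 0.01% Tween-20, 0.05% BSA; qHTS 6-point titration, ~60 µM downward; luminescence read.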
VP16 counter – inhibits Gal4-VP16 luciferase reporter, ROR gamma counter-screen | hit rate 3.5% among 310,000 | Potency, µM (highest dose often 53.6 µM), inactives show top-dose activity, negative = inhibition, most hits filed as inhibitors | Drosophila S2 Gal4-VP16 UAS-luciferase, luminescence, 20 h;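 also: Gal4-VP16 expression switched on by copper sulfate through the metallothionein promoter; potency is read from the fitted curve at half-maximal effect; % is scaled to controls: 0 for no effect and ±100 for the full control effect; nearly all actives have a fitted effect of over 50% in size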
NPC1 prom act – activators of NPC1 promoter. Potency, µM (series often up to 9.22 µM), inactives show at the top dose activation, most hits filed as activators. hit rate 2.4% among 320,000. Huh7 NPC1 promoter luciferase reporter, 24 h;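 also: potency is read from the fitted curve at half-maximal effect; % of control where 0% means no effect; nearly all actives have a fitted effect of over 60% in size; reporter is driven by a mutant NPC1 promoter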
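Luminescence read-out of NPC1 promoter-driven luciferase in stably transfected Huh7 cells; compounds delivered in DMSO and left 24 h at 37C, 5% CO2, qHTS titration format.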
Menin MLL FP TR – inhibitors of human menin-MLL interaction, mutant MLL peptide. O00255. Menin + Texas Red MLL mutant peptide, fluorescence polarization. Potency, µM (series often up to 61.6 µM), inactives show at the highest dose FP activity change, negative = inhibition, hits mostly inhibitors. hit rate 0.23% among 270,000. AID 1768; active = well fitted inhibition curve with a large enough effect in the polarisation, with a control signal flat, not every such curve was filed as active; inconclusive = small, poorly fitted or top-dose-only effect, or effect the other way, or a change in a side signal; inactive = no such curve, though single readings can be large or run the other way; the % refers to the polarisation; also: potency is read from the fitted curve at half-maximal effect; % of control where 0% means no effect; many of its hits are not listed in these tables
PKM2 activator – activators of human pyruvate kinase M2. P14618. purified PKM2, Kinase-Glo ATP luminescence, activation; response scale: 0% is enzyme alone, no compound. Potency, µM (series often up to 57.5 µM), without a hit: top-dose activation, actives largely listed as activators. hit rate 0.34% among 260,000; also: potency is read from the fitted curve at half-maximal effect; % is scaled to controls: 0 for no effect and ±100 for the full control effect; nearly all actives have a fitted effect of over 55% in size
Target sequence (P14618 whole entry, looked up): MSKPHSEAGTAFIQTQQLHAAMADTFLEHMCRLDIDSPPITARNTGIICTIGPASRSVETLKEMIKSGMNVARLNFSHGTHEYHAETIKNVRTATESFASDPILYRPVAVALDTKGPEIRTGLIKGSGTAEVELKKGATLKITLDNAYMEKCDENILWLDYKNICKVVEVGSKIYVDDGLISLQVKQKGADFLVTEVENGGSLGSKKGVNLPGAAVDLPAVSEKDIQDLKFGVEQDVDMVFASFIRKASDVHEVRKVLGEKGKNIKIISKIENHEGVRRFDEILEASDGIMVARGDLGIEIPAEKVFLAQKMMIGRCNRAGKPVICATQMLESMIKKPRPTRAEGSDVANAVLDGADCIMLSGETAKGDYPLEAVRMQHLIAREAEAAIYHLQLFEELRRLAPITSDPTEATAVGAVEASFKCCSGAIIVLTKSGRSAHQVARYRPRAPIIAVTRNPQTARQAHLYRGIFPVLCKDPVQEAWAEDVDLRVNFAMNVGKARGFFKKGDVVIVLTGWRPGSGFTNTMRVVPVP
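Kinase-Glo luminescence reports ATP generated from ADP (0.1 mM) and PEP (0.5 mM) by purified hPK-M2 after 1 h at room temperature, pH 7.2 imidazole buffer; intermediate enzyme activity allows detecting inhibitors and activators.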
Rab9 promoter act – activators of Rab9 promoter. Huh7 Rab9 promoter-luciferase reporter, luminescence, 24 h. Potency, µM (series often up to 9.22 µM), without a hit: at the highest dose activation, negative = inhibition, most hits filed as activators. hit rate 2.8% among 320,000. AID 485297; also: potency is read from the fitted curve at half-maximal effect; % of control where 0% means no effect; nearly all actives have a fitted effect of over 60% in size
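Huh7 reporter line, Rab9 promoter upstream of luciferase. Compound exposure 24 h at 37 °C in reduced-serum medium with 10% FBS. Read-out: luminescence.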
p53 reactivation – mutant p53 re-activation in reporter cells. H1299 p53-A138V BP100-luciferase reporter, luminescence, 24 h. Potency, µM (series often up to 92.2 µM), inactives show at the top dose activity change, positive = activation, usual class: activators. hit rate 0.063% among 320,000; also: potency is read from the fitted curve at half-maximal effect; % of control where 0% means no effect; nearly all actives have a fitted effect of over 45% in size
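p53-null H1299 cells stably carrying temperature-sensitive p53-A138V and a BP100-luciferase reporter were pinned with compounds (4-point, 1:5 series) and held 24 hrs at 37 deg C. Luminescence was read 10 min after detection reagent.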
RORg inh – blocks mouse ROR gamma transcriptional activity. Potency, µM (titrated, usually from 53.6 µM), for inactives: at the highest dose activity change, negative = inhibition, most hits filed as inhibitors. P51450. hit rate 5.4% among 310,000. Drosophila S2 Gal4-RORgamma UAS-luciferase reporter, 20 h; also: potency is read from the fitted curve at half-maximal effect; % is scaled to controls: 0 for no effect and ±100 for the full control effect; nearly all actives have a fitted effect of over 60% in size
Target sequence (P51450 whole entry, looked up, the tested form may be a part): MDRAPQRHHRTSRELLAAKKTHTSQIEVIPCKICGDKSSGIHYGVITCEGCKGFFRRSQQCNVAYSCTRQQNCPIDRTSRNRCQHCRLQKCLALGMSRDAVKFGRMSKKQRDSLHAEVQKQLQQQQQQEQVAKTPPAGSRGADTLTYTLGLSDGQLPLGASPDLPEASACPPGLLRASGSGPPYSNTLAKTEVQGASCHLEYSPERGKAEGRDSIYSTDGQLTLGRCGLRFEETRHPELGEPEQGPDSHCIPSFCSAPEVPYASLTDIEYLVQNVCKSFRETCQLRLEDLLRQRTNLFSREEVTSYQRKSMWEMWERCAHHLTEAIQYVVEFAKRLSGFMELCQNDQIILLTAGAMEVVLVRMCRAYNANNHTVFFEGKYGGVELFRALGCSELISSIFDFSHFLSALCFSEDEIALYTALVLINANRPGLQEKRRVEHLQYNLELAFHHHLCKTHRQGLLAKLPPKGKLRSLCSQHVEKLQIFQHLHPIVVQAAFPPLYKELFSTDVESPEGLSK
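Drosophila Schneider cells stably carrying a metallothionein-driven Gal4 DBD–ROR gamma fusion and a UAS-Photinus luciferase reporter were exposed to compound for 1 hr, then induced with copper sulfate (700 uM final) for 20 hr at ambient temperature before luminescence reading.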
ELG1 genotox – induces genotoxicity in HEK293T cells with luciferase-tagged ELG1 | HEK293T ELG1-luciferase reporter, luminescence, 16 h | hit rate 1.3% among 330,000 | AID 504466 | Potency, µM (highest dose often 46 µM), without a hit: at the highest dose activity change, positive = activation, hits mostly activators; also: potency is read from the fitted curve at half-maximal effect; % of control where 0% means no effect; nearly all actives have a fitted effect of over 60% in size
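HEK293T cells expressing luciferase-tagged ELG1 were exposed to compound or DMSO vehicle for 16 hr at 37 °C and 5% CO2. Luciferase activity was then measured with ONE-Glo after 30 min at room temperature.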
The depositor's hits bear a star; ? = inconclusive; / = not tested or not shown; [ ] = remark or other dose. Unless noted, calls follow the shape of the dose curve; as a rule, active = well fitted curve in the direction sought with a large enough effect; inconclusive = small, poorly fitted or top-dose-only effect, or another doubt; inactive = no such curve, though single readings can be large; an effect the other way counts as inactive or inconclusive. Some of the compounds tested. The share of hits here may be higher or lower than overall.

SMILES	Giardia kill	BRCA1 expr act	FLuc modulator	VP16 counter	NPC1 prom act	Menin MLL FP TR	PKM2 activator	Rab9 promoter act	p53 reactivation	RORg inh	ELG1 genotox
CC1Cc2cc(S(=O)(=O)N3CCN(c4cccc(Cl)c4)CC3)ccc2N1C(=O)C1CC1 (stereo not drawn)	-4	11%	5%	-3%	-5%	2%	-1%[0.46 µM]	0%	-7%	26%	-4%
CN(C(=O)CSc1nnc(-c2ccc3c(c2)OCO3)o1)C1CCS(=O)(=O)C1 (stereo not drawn)	-5	11%	-1%	/	-1%	/	/	-4%	8%	/	-1%
CCC(C)C(NS(=O)(=O)c1ccc(C)cc1)C(=O)O (stereo not drawn)	-1	1%	-9%	0%	-5%	-13%	-6%	2%	-3%	18%	0%
CC(C)(C)n1nc2c(c1NC(=O)c1ccc(Br)cc1)CS(=O)C2 (stereo not drawn)	5	2%	4%	6%	1%	0%[11.7 µM]	-3%	0%	-5%	2%	3%
Cc1cc(C)c2c(-n3cccc3)c(NC(=O)OC(C)C)sc2n1	-1	-54%	2%	5%	1%	-18%	0%	-3%	-3%	1%	-11%
O=[N+]([O-])c1cccnc1NCc1cccs1	-6	-3%	-7%	26%	-2%	-2%	?	-8%	0%	29%	6%
CCOc1ccc(NC(=O)CSc2nnc(-c3ccco3)n2N)cc1	-28	-13%	-3%	-7%	-6%	/	/	-8%	12%	-16%	0%
Cn1c(-c2sc(=S)n(-c3ccccc3)c2N)nc2ccccc21	12	-15%	-2%	-2%	14%	?	0%	-3%	0%	7.9µM*	3%
COC(=O)C1Cc2ccccc2CN1S(=O)(=O)c1ccc(F)cc1 (stereo not drawn)	8	0%	1%	5%	1%	-3%	-1%	-2%	/	-2%	3%
Cn1nc(NC(=O)C(C)(C)C)c2c(F)cccc21	-14	-13%	2%	2%	-2%	/	-3%	-1%	0%	1%	-1%
O=C(/C=C/c1ccccc1)NC(=S)Nc1ncccn1	-20	6%	17µM*	-7%	1%	17%	2%	0%	7%	-33%	4%
Cc1ccc(Nc2ccc(C(=O)NCCc3ccccc3)cn2)cc1	-13	-3%	-8%	-5%	14%	3%	-4%	22%	5%	24%	2%
CCCc1cc(C(=O)N2CCCC(Cc3ccccc3C)(C(=O)OCC)C2)no1 (stereo not drawn)	-13	-20%	1%	1%	-3%	-18%	/	2%	10%	-6%	-6%
Cn1c(CCN2CCCCCC2)nc2cc(NC(=O)Nc3ccccc3)ccc21	0	7.9µM*	21µM*	-5%	4.5µM*	2%	3%	?	?	13%	?
O=C(NNS(=O)(=O)c1ccccc1)c1ccc(S(=O)(=O)N2CCCCC2)cc1	-1	0%	2%	-1%	-1%	5%	-3%	1%	-1%	20%	2%
CCC(=O)N/C(N)=N/c1nc2ccccc2o1	-4	2µM*	11µM*	?	4µM*	/	0%	1.1µM*	8%	13µM*	?
COc1cccc(C2CC(=O)C3=C(C2)Nc2ccccc2N(C(=O)CCC(=O)O)C3c2ccc(F)cc2)c1 (stereo not drawn)	11	2%	?	-9%	-3%	8%	3%	2%	-2%	-3%	0%
Cc1ccc(NS(=O)(=O)c2cccc(C(=O)NCC(c3cccs3)N(C)C)c2)cc1 (stereo not drawn)	18	-19%	-2%	1%	5%	0%	4%	-2%	-1%	25%	-4%
Cc1ccc(Cn2ncn(-c3ccccc3)c2=O)cc1	-15	?	-19%	-5%[10 µM]	-1%	-22%	1%	1%	?	2%	14%
Cc1cc(NC(=O)CCC(=O)N(c2ccccc2)C(C(=O)NC2CCCCC2)c2cccs2)no1 (stereo not drawn)	2	-29%	3%	-13%	-2%	?	-1%	-5%	-6%	?	2%
COc1ccc(C(=O)c2sc(Nc3ccccc3)c(C(=O)Nc3ccc(OC)c(OC)c3)c2N)cc1	-4	-32%	4%	-89%	-4%	?	21%	-1%	16%	?	-10%
O=C(NNC(=O)c1cc(S(=O)(=O)N2CCCCC2)ccc1Cl)c1ccccc1O	21	-40%	?	/	5%	/	/	1%	9%	/	0%
CCN(CC(=O)NC1CCS(=O)(=O)C1)S(=O)(=O)c1ccc(Cl)cc1C(F)(F)F (stereo not drawn)	-10	0%	-1%	/	2%	/	/	3%	-1%	/	1%
COc1ccc2[nH]c3c(c2c1)CCC/C3=N\N	10	-1%	-2%	-3%	-1%	/	0%	-10%	-3%	-2%	-9%
COc1ccc(/C=C/C(=O)NNc2cc(=O)n(C)c(=O)n2C)cc1OC	-20	-16%	3%	-5%	-5%	/	3%	0%	0%	1%	0%
CC(C)COC(=O)c1ccc(NC(=O)C2C3CCC(C3)C2C(=O)O)cc1 (stereo not drawn)	-13	17%	17µM*	0%	4µM*	4%	-1%	1.1µM*	?	1%	?
COc1ccc(-c2nc(CS(=O)(=O)CC(=O)NCCCN3CCN(C)CC3)c(C)o2)cc1	-4	-3%	-6%	-4%	1%	-25%	/	9%	-8%	-21%	-3%
COc1ccc(NC(=O)CS(=O)CC(=O)Nc2ccc(F)cc2F)cc1 (stereo not drawn)	-10	-6%	-1%	-5%	2%	6%	-6%	-2%	0%	-7%	0%
CON/C=C(\C=Nc1ccc(Cl)cc1)c1ncc(C(F)(F)F)cc1Cl	-14	-59%	4%	-6%	-2%	2%	-3%	11%	0%	?	0%
COc1ccccc1C/C(N)=N/OC(=O)c1cccs1	-18	15%	-1%	4%[10 µM]	-1%	1%	-6%	-2%	25%	-3%	3%
O=C(COC(=O)c1ccccc1)Nc1ccccc1Br	5	-5%	?	15%	0%	9%	6%	-3%	3%	-13%	1%
COc1ccc(-n2ncc3c(NCCCn4ccnc4)ncnc32)cc1	-6	?	?	-8%	?	12%	-7%	?	-8%	29%	0%
COc1cc(OC)c(C(=O)O/N=C(\N)c2cccc(C)c2)cc1OC	2	-23%	?	-19%	4%	?	/	1%[1.84 µM]	21%	-10%	6%
CCOc1ccccc1C1C(C#N)=C(N)SC(N)=C1C#N	1	-25%	-2%	?	2%	1%	14%	3%	10%	-30%	-2%
O=C(CNc1cccc(S(=O)(=O)N2CCOCC2)c1)Nc1ccccc1F	-14	32%	3%	?	-6%	/	-4%	0%	-8%	-16%	2%
CCOC(=O)C1(Cc2cccc(OC)c2)CCN(Cc2cc(OC)ccc2OC)CC1	4	-36%	0%	1%	-3%	?	-2%	-2%	1%	-1%	-4%
COC(=O)CCCC1=CC2=C(c3ccccc3)C(=O)C(C)(OC(=O)C3CCCC3)C(=O)C2=CN1c1ccccc1 (stereo not drawn)	19	9%	2%	-4%	0%	-6%[11.7 µM]	-4%[11.5 µM]	-3%	-4%	-15%	0%
[O-][n+]1ccccc1SCc1ccccc1	-23	12%	-1%	/	0%	/	/	0%	6%	/	2%
Cc1nn(C)cc1/C=N/NC(=O)C(C)(C)Oc1ccc(Cl)cc1	3	0%	-10%	20%	0%	/	-1%	-4%	-5%	-2%	4%
O=C(NCCO)c1scc2c1OCCO2	12	8%	-1%	-2%	-2%	-3%	2%	-4%	-3%	-10%	-22%
CN(C)c1ccc(N2C(=NC(=O)COc3ccccc3)SC3CS(=O)(=O)CC32)cc1 (stereo not drawn)	19	31%	-3%	-15%	3%	/	/	7%	-1%	-7%	1%
CC1(C)CC(=O)C2=C(C1)NCN(CCCN1CCOCC1)C2	-12	-2%	1%	2%	0%	-1%	1%	5%	5%	-6%	0%
O=C(NCc1ccccc1)c1onc(CSc2ccccn2)c1C(=O)NCc1ccccc1	11	-32%	-1%	22%	-2%	/	2%	1%	-1%	10%	0%
O=C(COC(=O)c1cnc(Cl)c(Cl)c1)Nc1ccc(S(=O)(=O)N2CCCC2)cc1	-3	-37%	-1%	-5%	2%	6%	-1%	-1%	-5%	-8%	2%
COc1ccc(C)c(NC(=O)C2CC(=O)NC3=C2C(=O)CCC3)c1 (stereo not drawn)	-4	-9%	-1%	4%	2%	1%	-10%	-6%	-1%	18%	-1%
O=C(Nc1ccc2c(c1)OCCO2)c1ccc(Cl)c([N+](=O)[O-])c1	-24	56%	?	7%	-3%	12%	-5%	-1%	?	32%	?
COc1ccc(/C=C/C(=O)N(C(C)C)C(C)C)cc1Br	-5	6%	-13%	-6%[0.365 µM]	4%	3%	0%	0%	8%	5%	?
